Bioassay records from PubChem.
S100A4 inh HTS: inhibitors of human S100A4 binding to myosin IIA peptide; S100A4/TAMRA-MyoIIA peptide fluorescence polarization; inhibition, % at 10.7 µM; actives 0.14% (n = 360,000); P26447;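 active = mean inhibition of at least 70% across replicates, with every replicate also reaching that level; inconclusive = mean inhibition reaches 70% but some replicates fall short; inactive = mean inhibition below 70%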
Target sequence (P26447 whole entry, looked up): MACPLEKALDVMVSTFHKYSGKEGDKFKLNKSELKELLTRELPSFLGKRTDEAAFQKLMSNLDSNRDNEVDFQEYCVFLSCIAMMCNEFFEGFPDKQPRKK
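assay system = human S100A4 monomer with TAMRA-labelled myosin IIA peptide | also added = labelled myosin peptide probe, 5 nM | incubation = 5 min between mix addition and reading | control set = DMSO and TFP controls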
C2C12 statin: suppression of simvastatin myotoxicity. C2C12 myotubes + simvastatin, ATP luminescence, 48 h; scaled: DMSO 0, geranylgeraniol control 100. rescue of ATP level, % at 7.49 µM. actives 0.78% (n = 330,000). AID 602340;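 active = mean ATP rescue above about 67%, or every replicate alone reaching that limit, limit read from the data, passing the limit was not always enough; inconclusive = no clear call, values can overlap the other calls; inactive = mean under the limit and some replicate under it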;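 also: myotubes were challenged with 10 µM simvastatin during compound exposure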
ERAP1 inh: inhibitors of human ERAP1 aminopeptidase; Q9NZ08; recombinant ERAP1, Leu-AMC fluorescence, 60 min; inhibition, % at 10.7 µM; actives 0.15% (n = 340,000);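 active = mean replicate inhibition of at least 30%, or all replicates individually reaching that 30% level; inactive = mean below 30% and not every replicate reaching it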;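 also: 0% = neutral control wells and 100% = L-leucinethiol positive control wells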
Target sequence (Q9NZ08 whole entry, looked up): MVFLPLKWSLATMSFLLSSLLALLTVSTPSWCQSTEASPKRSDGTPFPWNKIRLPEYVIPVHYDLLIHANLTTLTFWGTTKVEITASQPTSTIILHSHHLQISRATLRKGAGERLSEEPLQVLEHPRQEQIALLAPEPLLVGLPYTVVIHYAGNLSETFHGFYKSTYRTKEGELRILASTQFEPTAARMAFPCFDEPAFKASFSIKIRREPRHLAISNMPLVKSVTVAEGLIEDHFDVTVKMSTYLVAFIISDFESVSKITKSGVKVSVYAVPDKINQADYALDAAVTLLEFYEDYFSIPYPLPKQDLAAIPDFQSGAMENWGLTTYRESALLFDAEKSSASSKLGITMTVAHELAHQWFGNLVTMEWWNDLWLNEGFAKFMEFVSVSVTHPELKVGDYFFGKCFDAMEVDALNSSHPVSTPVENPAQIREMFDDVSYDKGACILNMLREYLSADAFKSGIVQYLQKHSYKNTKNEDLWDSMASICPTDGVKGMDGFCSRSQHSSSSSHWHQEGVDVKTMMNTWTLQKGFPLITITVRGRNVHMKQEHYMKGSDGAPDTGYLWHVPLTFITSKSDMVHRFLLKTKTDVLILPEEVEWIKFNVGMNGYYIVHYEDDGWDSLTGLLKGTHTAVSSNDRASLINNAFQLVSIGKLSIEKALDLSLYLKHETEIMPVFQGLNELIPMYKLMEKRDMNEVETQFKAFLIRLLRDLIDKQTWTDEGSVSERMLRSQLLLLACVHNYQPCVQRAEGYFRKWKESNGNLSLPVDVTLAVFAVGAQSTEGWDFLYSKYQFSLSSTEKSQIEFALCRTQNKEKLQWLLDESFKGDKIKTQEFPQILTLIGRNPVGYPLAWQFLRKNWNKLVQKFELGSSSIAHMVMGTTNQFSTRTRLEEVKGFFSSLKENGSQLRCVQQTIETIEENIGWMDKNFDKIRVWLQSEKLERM
LGR2 antag: inhibitors of bursicon-induced Drosophila LGR2 receptor cAMP signaling; HEK293 LGR2, CRE-luciferase, bursicon-stimulated, 4 h; inhibition, % at 9.99 µM; actives 0.35% (n = 380,000);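 active = drop in luminescence signal, shown as inhibition above about 50% in the replicate tests, limit read from the data, passing the limit was not always enough; inconclusive = probably only some replicates passing the limit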;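 also: agonist challenge used bursicon conditioned medium at about half maximal strength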
SIRT5 block: blocks human SIRT5 desuccinylation of peptide. actives 1.1% (n = 330,000). Purified SirT5, succinyl-peptide AMC, trypsin-coupled fluorescence. AID 652115. inhibition, % at 15 µM; in the data active = inhibition above about 15%; inconclusive = no clear call, values can overlap the other calls
Xi reactivation: activators of X-chromosome reactivation in mouse fibroblasts; XiGFP mouse fibroblasts, % GFP-positive cells imaging, 3 d; cells co-treated with 5-aza-dC sensitizer; scaled so ellipticine positive control = 100%; activation, % at 7.58 µM; actives 0.055% (n = 360,000); AID 743238;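 active = mean normalized replicate activation at least 10% and every replicate at or above 10%; inconclusive = only one of the two criteria met; inactive = mean below 10% and not all replicates reach 10%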;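 also: 0% = median of on-plate neutral control wells and 100% = ellipticine 6 µM median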
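System: 68-5-11 XiGFP fibroblast line | Buffer or medium: DMEM containing 5-aza-dC | Compound: Single point | Times: Compounds 3 days, fix/stain 15 min at room temperature | Benchmarks: Positive control ellipticine, 6 µM final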
Cneo AK release: Cryptococcus neoformans lysis via adenylate kinase release | actives 0.2% (n = 360,000) | lysis activity, % at 15 µM | C. neoformans lysis, adenylate kinase release luminescence, 4 h; normalised: neutral wells 0, clomiphene wells 100 | AID 651654;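 active = mean lysis activity across replicates of at least 80%, whatever share of replicates individually reach that level; inactive = mean lysis activity below 80%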
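Assay system: Cryptococcus neoformans yeast cells / Dosing: single-point compound dose / Timing: 4 h at 37 °C static, read 1 h later / Measured by: luminescence of released adenylate kinase using an AK detection reagent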
PGC1a acetyl inh: PGC1a acetylation modulation, inhibitor mode | inhibition, % at 15.6 µM | U2OS PGC1a acetylation, AlphaScreen anti-acetyl-lysine; with virally co-expressed GCN5 acetyltransferase | actives 0.17% (n = 350,000);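 active = every replicate shows inhibition of at least 40%; inconclusive = mean inhibition at least 40% but some replicate below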;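 also: 0% = neutral control wells and 100% = positive control wells; some results beyond the cut were filed as inactive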
The depositor's hits bear a star; u = inconclusive; x = no result given. Not all compounds are listed; count on the stated rates, not on these rows.

Values run as follows: S100A4 inh HTS	C2C12 statin	ERAP1 inh	LGR2 antag	SIRT5 block	Xi reactivation	Cneo AK release	PGC1a acetyl inh
- CNCCC(Oc1ccc(C(F)(F)F)cc1)c1ccccc1 (centres undefined)
    0.9	-18.6	1.8	-9.4	1.9	0.0	-0.2	-2.7
- NS(=O)(=O)c1ccc(NC(=O)CSc2nnc(NC3CC3)s2)cc1
    -3.3	-8.2	3.8	-17.5	-3.1	0.4	1.3	x
- CC(OCC(O)CN1CCN(S(=O)(=O)c2ccc(Cl)cc2)CC1)c1ccc(Cl)cc1 (centres undefined)
    -4.6	-7.8	0.6	8.2	x	0.1	0.1	4.8
- O=C(CC(F)(F)F)N1C[C@@H]2[C@H](c3ccccc31)[C@H](CO)N2C(=O)c1ccncc1
    21.6	5.3	3.4	5.3	5.6	-0.1	45.1	3.9
- Cc1ccc(C)c(OCc2cc(C(=O)N3CCN(C4CCCCC4)CC3)no2)c1
    -7.2	3.9	0.5	-5.3	0.9	-0.1	3.7	-4.4
- Cc1ccc(-c2nn(-c3ccccc3)cc2C(=O)NCCCN2CCOCC2)cc1
    5.5	x	0.2	-12.9	-3.6	0.1	2.1	-3.0
- CC(=O)c1cnc2nc(SCc3ccccc3)nn2c1C
    -2.5	-1.3	3.3	-29.8	-3.2	0.0	-0.5	x
- Cc1ccccc1S(=O)(=O)N1C[C@@H](O)COC[C@H]2O[C@@H](CC(=O)O)CC[C@@H]21
    3.4	-18.1	1.3	3.1	2.8	0.2	-0.9	2.7
- O=C(c1ccco1)N1CCN(C(=O)c2cccc3c2C(=O)N(C2CCCCC2)C3)CC1
    -2.6	-3.9	3.8	9.9	-19.7	0.0	-0.3	-8.1
- COc1ccc2c(C(=O)NCc3ccc4c(c3)OCO4)c(-c3ccc(S(C)(=O)=O)cc3)sc2c1
    4.3	-1.1	-0.8	17.4	-2.5	0.5	0.7	5.7
- CCOc1ccc(NC(=O)C2CCN(S(=O)(=O)c3c(C)noc3C)CC2)cc1
    0.3	-5.2	-0.9	0.9	-3.2	0.2	2.0	2.7
- C[C@H](CO)N1C[C@H](C)[C@H](CN(C)C(=O)[C@H]2CCCN2C)OCc2ccccc2-c2ccccc2C1=O
    -1.5	-1.1	-0.4	-12.6	-1.8	-0.1	-0.8	-1.4
- CCN(CC)C(=O)N1CCN(c2c([N+](=O)[O-])c(=O)oc3ccccc23)CC1
    -1.3	-3.6	-2.1	17.0	-1.3	0.0	0.1	0.0
- Cn1nnnc1SCC(=O)NNC(=O)c1ccc(Cl)cc1
    4.9	x	1.7	-19.6	1.1	0.3	x	9.3
- COCCN(C[C@@H]1N[C@@H](CO)[C@H]1c1ccc(-c2ccc(F)cc2)cc1)C(C)=O
    -13.7	8.2	-2.8	3.8	1.6	0.5	-5.9	0.1

(list continues)
Values run as follows: S100A4 inh HTS	C2C12 statin	ERAP1 inh	LGR2 antag	SIRT5 block	Xi reactivation	Cneo AK release	PGC1a acetyl inh
- Cc1cn[nH]c1
    5.0	1.0	-2.2	1.4	0.0	0.1	1.9	9.7
- CC(C)CC#Cc1ccc([C@@H]2[C@H]3CN(C(=O)c4cnccn4)CC(=O)N3[C@H]2CO)cc1
    23.3	x	0.1	-21.9	1.1	0.2	x	-7.3
- COc1ccc(CCNC(=O)CN(c2ccccc2)S(C)(=O)=O)cc1
    7.6	x	2.0	15.4	-1.3	0.1	x	-0.7
- COCC(=O)N(C)C[C@@H]1Oc2cc(C#CCC3CCCC3)ccc2S(=O)(=O)N([C@H](C)CO)C[C@H]1C
    5.9	8.4	x	5.0	-0.7	0.1	-9.3	3.3
- O=C(C1CCCCCC1)N1CC[C@@H](N2CCC(O)CC2)[C@H](O)C1
    -0.4	-4.1	-4.0	-14.9	-2.2	0.2	-1.9	0.6
- N#C[C@H]1[C@H](c2ccccc2)[C@H](CO)N1S(=O)(=O)c1cccc(F)c1
    5.2	0.8	-1.6	15.5	-0.1	0.1	-0.1	-8.5
- c1ccc(Oc2nc(-c3ccccn3)nc3ccccc23)cc1
    -12.0	x	1.2	-26.2	-1.7	0.0	-0.5	9.0
- Cc1ccc(S(=O)(=O)N(Cc2cc3ccccc3[nH]c2=O)c2cccc(C)c2)cc1
    -4.3	13.3	-1.2	-5.2	-8.5	-0.1	-2.5	6.7
- COc1ccccc1Oc1nc(C)c(C(C)=O)cc1C#N
    -3.6	x	3.0	-18.7	-1.5	0.4	x	-1.6
- Cc1cnc(NS(=O)(=O)c2ccc(N)cc2)nc1-c1ccccc1O
    -1.5	6.8	3.5	0.3	0.5	0.0	-1.9	-4.2
- COc1ccc(NC(=O)Nc2ccc3c(c2)C(=O)N([C@@H](C)CO)C[C@@H](C)[C@H](CN(C)C(=O)Nc2c(C)noc2C)OCCCC[C@@H](C)O3)cc1
    6.5	x	-0.6	12.1	0.8	3.1	-2.6	4.6
- COc1ccc(OC)c(/C=N/n2c(C)nc3ccccc3c2=O)c1
    -1.3	-5.7	2.7	0.3	-8.2	-0.1	0.4	14.1
- Cc1ccc(S(=O)(=O)N2CC[C@H]3[C@@H](CO)N(C)c4ccc(-c5ccccc5F)cc4[C@H]32)cc1
    1.1	28.4	-3.5	13.1	3.2	0.0	5.0	1.0
- Nc1cccc(Oc2cnccn2)c1
    -7.6	-0.4	0.6	-5.8	-2.9	-0.1	2.0	6.0
- CS(=O)(=O)c1ccc(Cl)c(NC(=O)Cc2ccccc2F)c1
    0.2	4.8	7.0	21.0	0.5	0.0	2.8	5.5

(continued)
Values run as follows: S100A4 inh HTS	C2C12 statin	ERAP1 inh	LGR2 antag	SIRT5 block	Xi reactivation	Cneo AK release	PGC1a acetyl inh
- CCOC(=O)/C(=C/C=C1\Sc2cc(C)c(C)cc2N1CC)C(C)=O
    -40.9	x	3.9	21.2	-3.8	16.6*	x	-3.2
- O=C(COc1ccc2c3c(c(=O)oc2c1)CCC3)NCCN1CCOCC1
    2.7	20.8	0.4	-7.5	-0.8	0.0	0.2	-1.0
- COc1ccc(NC(=O)N2CC(=O)N3[C@H](CO)[C@H](c4ccc(C5=CCCC5)cc4)[C@H]3C2)cc1
    -9.6	x	3.7	-9.5	0.7	0.0	x	-6.5
- COc1cccc(C(=O)Nc2ccc3c(c2)OC[C@@H](C)NC[C@H](C)[C@@H](OC)CN(C)C3=O)c1
    20.1	-4.2	-0.3	-16.2	-3.5	0.1	-2.3	5.0
- O=C(Nc1nnc(-c2ccncc2)o1)c1ccc2ccccc2c1
    -1.0	-0.8	-4.8	-0.8	-3.1	-0.1	-1.1	-13.2
- COc1ccc(S(=O)(=O)N(C)C[C@@H]2OCCCC[C@H](C)Oc3ccc(NS(=O)(=O)c4ccc(Cl)cc4)cc3C(=O)N([C@@H](C)CO)C[C@@H]2C)cc1
    -15.9	x	-2.5	u	7.3	0.0	x	4.7
- C[C@H](O)C#Cc1ccc2c(c1)O[C@H](CN(C)Cc1ccncc1)[C@H](C)CN([C@H](C)CO)S2(=O)=O
    -1.4	-2.6	1.9	-1.6	3.3	-1.1	95.3*	7.1
- CCOC(=O)C1=CC[C@@H](c2ccccc2)N(S(=O)(=O)c2ccc(C)cc2)[C@H]1C#N
    19.6	21.1	-8.0	-17.6	-0.7	0.0	1.0	-4.6
- Fc1ccccc1Oc1nc(-c2ccncc2)nc2ccccc12
    -4.8	x	-0.5	x	-0.1	0.0	x	x
- O=C1CC2(CCN(S(=O)(=O)c3ccccc3)CC2)Oc2ccccc21
    -1.3	x	-4.8	1.3	-1.3	0.0	5.9	x
- COc1ccc2oc(-c3ccncc3)cc(=O)c2c1
    -2.2	2.4	-2.0	-56.7	-0.4	0.1	2.5	2.7
- CC(C)(C)c1cc(C(=O)N/N=C/c2ccc(O)cc2)n(-c2ccccc2)n1
    x	-0.6	x	u	x	0.1	2.6	-22.6
- O=C(Nc1cccc(-c2nnc(-c3ccccc3)o2)c1)c1ccc(Br)o1
    1.4	0.4	0.1	-1.7	-2.4	x	8.3	-20.9
- COc1ccc(C(C(=O)NC2CCCC2)N(CCCO)C(=O)Cn2nnc(-c3ccc(C)o3)n2)cc1 (centres undefined)
    -2.6	-1.1	2.7	2.4	-6.4	0.4	-0.2	26.6
- CNC(=S)NNc1nc(C)cc(C)n1
    -5.6	x	1.8	-11.0	0.7	-0.1	-0.5	4.0

Next part:
Values run as follows: S100A4 inh HTS	C2C12 statin	ERAP1 inh	LGR2 antag	SIRT5 block	Xi reactivation	Cneo AK release	PGC1a acetyl inh
- COC(=O)Cn1c(=NC(=O)CSCC(=O)Nc2cc(C)on2)sc2cc(C(=O)OC)ccc21
    -1.2	-0.1	2.6	9.4	-0.2	0.4	-0.6	-0.6
- CN1C(=O)c2cc(NC(=O)c3ccc(F)c(F)c3)ccc2OC[C@@H]2O[C@@H](CC(=O)N3CCCCC3)CC[C@H]21
    -4.3	7.0	-3.6	-10.1	2.6	0.1	-0.7	1.3
- Cc1ccccc1N1CC(C(=O)Nc2ccc(S(=O)(=O)N3CCCC3)cc2)CC1=O (centres undefined)
    -3.0	2.5	0.3	-3.7	-1.6	0.0	-0.1	x
- Cc1cc(Cl)ccc1NNC(=O)CCc1ccccc1
    -1.7	18.7	5.8	3.7	-2.6	0.0	x	4.7
- Cc1ccc(C)c(N2CCN(CC3CCCCC3)CC2)c1
    -2.2	-0.3	-2.9	4.6	1.3	0.0	-1.9	0.1
- O=C(Nc1ccc(F)cc1)N1CC(=O)N2[C@H](CO)[C@H](c3ccc(C#Cc4ccc(F)cc4)cc3)[C@H]2C1
    -5.8	x	4.2	7.5	0.0	0.1	x	-9.7
- Cc1ccc(N2CCN(C(=S)c3ccc(-c4cccc([N+](=O)[O-])c4)o3)CC2)cc1
    -6.7	x	-14.0	-4.0	-4.1	0.0	-5.9	x

Seven entries from above, as comma-separated lines.
Compound,S100A4 inh HTS,C2C12 statin,ERAP1 inh,LGR2 antag,SIRT5 block,Xi reactivation,Cneo AK release,PGC1a acetyl inh
COc1ccc2c(C(=O)NCc3ccc4c(c3)OCO4)c(-c3ccc(S(C)(=O)=O)cc3)sc2c1,4.3,-1.1,-0.8,17.4,-2.5,0.5,0.7,5.7
O=C1CC2(CCN(S(=O)(=O)c3ccccc3)CC2)Oc2ccccc21,-1.3,x,-4.8,1.3,-1.3,0.0,5.9,x
Cc1ccccc1N1CC(C(=O)Nc2ccc(S(=O)(=O)N3CCCC3)cc2)CC1=O (centres undefined),-3.0,2.5,0.3,-3.7,-1.6,0.0,-0.1,x
COCC(=O)N(C)C[C@@H]1Oc2cc(C#CCC3CCCC3)ccc2S(=O)(=O)N([C@H](C)CO)C[C@H]1C,5.9,8.4,x,5.0,-0.7,0.1,-9.3,3.3
COC(=O)Cn1c(=NC(=O)CSCC(=O)Nc2cc(C)on2)sc2cc(C(=O)OC)ccc21,-1.2,-0.1,2.6,9.4,-0.2,0.4,-0.6,-0.6
CC(C)CC#Cc1ccc([C@@H]2[C@H]3CN(C(=O)c4cnccn4)CC(=O)N3[C@H]2CO)cc1,23.3,x,0.1,-21.9,1.1,0.2,x,-7.3
Cc1cc(Cl)ccc1NNC(=O)CCc1ccccc1,-1.7,18.7,5.8,3.7,-2.6,0.0,x,4.7
